From PubChem
RAD52 anneal inh – RAD52 DNA annealing inhibitors, primary screen, biochemical, FRET, single point, set 2. DNA repair protein RAD52 homolog (Homo sapiens), P43351. recombinant RAD52 DNA annealing, FRET fluorescence. inhibition, % at 18.7 µM. 360,000 tested, 0.46% active. AID 651710, 2012;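 active means every replicate showing at least 50% inhibition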
ERAP1 inh – human ERAP1 aminopeptidase inhibitors, primary screen, biochemical, single point, plate reader; recombinant ERAP1, Leu-AMC fluorescence, 60 min; inhibition, % at 10.7 µM; 340,000 tested, 0.15% active; Endoplasmic reticulum aminopeptidase 1 (Homo sapiens), Q9NZ08; AID 652197, 2013;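 active means mean replicate inhibition of at least 30%, or all replicates individually reaching that 30% level; inactive means mean below 30% and not every replicate reaching it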;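 further: 0% = neutral control wells and 100% = L-leucinethiol positive control wells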
S100A4 MyoIIA – inhibitors of S100A4-myosin IIA peptide binding, primary screen, biochemical, fluorescence polarization, TAMRA-MyoIIA peptide; inhibition, % at 10.7 µM; 360,000 tested, 0.14% active;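 active means mean inhibition of at least 70% across replicates, with every replicate also reaching that level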
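incubation = readout 5 min after mixing, signal stable up to 60 min | system = S100A4 monomer protein | buffer or medium = HEPES pH 7.2 with CaCl2, KCl, NaCl, DTT, Triton | benchmarks = neutral control DMSO, positive control TFP | also added = fluorescent myosin IIA peptide, 5 nM | compound dosing = one concentration per compound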
esBAF inh – Bmi1 luciferase reporter increase in mESCs, primary screen, esBAF inhibitor project, mouse ES cells, Bmi1 luciferase knock-in, single point; 350,000 tested, 2% active; 24 h; 100% = twice the neutral-well signal; reporter increase, % at 12.5 µM; in the data active means activation above about 40%;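 further: 0% = median of the plate's neutral control wells and 100% = double that signal; a rise in the Bmi1 reporter signal indicates esBAF inhibition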
E-selectin induc – E-selectin induction in HUVECs, primary screen, imaging, HUVEC, immunofluorescence imaging, single point; activation, % at 7.58 µM; AID 686992, 2013; normalized: neutral wells 0, TNF-alpha wells 100; 260,000 tested, 0.37% active;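 active means mean E-selectin-positive cell signal at least 10% of the positive control, reached in at least 60% of replicates, without over 20% cell loss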;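 further: in these data hits start at about 27%; measured in HUVEC primary endothelial cells; signal is the percent of cells scored E-selectin positive by PE staining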
Target sequence (P16581 whole entry, looked up): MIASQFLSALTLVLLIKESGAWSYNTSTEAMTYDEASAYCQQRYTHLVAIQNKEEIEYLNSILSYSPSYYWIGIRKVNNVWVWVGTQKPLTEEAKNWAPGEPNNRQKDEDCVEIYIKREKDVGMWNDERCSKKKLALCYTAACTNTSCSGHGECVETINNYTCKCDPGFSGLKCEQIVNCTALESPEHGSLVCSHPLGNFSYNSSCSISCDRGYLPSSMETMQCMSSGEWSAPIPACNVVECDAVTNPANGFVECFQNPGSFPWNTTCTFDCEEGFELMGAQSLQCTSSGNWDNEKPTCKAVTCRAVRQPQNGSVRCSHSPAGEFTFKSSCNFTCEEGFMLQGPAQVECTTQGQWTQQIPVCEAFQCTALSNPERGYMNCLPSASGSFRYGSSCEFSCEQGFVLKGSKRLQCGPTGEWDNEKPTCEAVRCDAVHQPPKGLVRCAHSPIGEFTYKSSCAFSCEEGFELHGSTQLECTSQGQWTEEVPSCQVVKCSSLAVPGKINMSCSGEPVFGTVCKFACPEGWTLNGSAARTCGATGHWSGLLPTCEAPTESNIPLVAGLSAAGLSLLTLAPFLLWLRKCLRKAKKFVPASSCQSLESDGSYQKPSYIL
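Assay system: HUVEC primary endothelial cells. Input: 3,000 HUVEC seeded per well. Doses: one compound dose added by pin transfer. Read-out basis: % PE-positive cells. Benchmarks: TNF-alpha high, DMSO low. Detection: immunofluorescence imaging. Buffer or medium: EGM-2, gelatin.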
ERp5 inh – inhibitors of ERp5-driven insulin aggregation, primary screen, biochemical, turbidity, absorbance 650 nm, single point. Protein disulfide-isomerase A6 (Homo sapiens), Q15084. 90 min. inhibition, % at 9.99 µM. 350,000 tested, 0.05% active;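 active means mean replicate inhibition above about 25%, with every replicate also reaching it, limit read from the data, passing the limit was not always enough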
Target sequence (Q15084 whole entry, looked up): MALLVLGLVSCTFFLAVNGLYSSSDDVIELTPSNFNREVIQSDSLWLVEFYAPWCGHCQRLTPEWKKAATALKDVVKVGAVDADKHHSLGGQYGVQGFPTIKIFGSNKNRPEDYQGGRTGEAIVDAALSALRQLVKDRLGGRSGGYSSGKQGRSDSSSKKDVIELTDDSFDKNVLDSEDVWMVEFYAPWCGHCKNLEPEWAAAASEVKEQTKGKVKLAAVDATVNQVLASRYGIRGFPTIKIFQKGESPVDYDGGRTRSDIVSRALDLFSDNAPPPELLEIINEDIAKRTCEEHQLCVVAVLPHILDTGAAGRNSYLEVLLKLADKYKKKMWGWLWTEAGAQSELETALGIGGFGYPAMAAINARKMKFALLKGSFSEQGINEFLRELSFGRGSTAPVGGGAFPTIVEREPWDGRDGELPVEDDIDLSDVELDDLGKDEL
Xi reactivation – activators of inactive X chromosome reactivation, primary screen, imaging, XiGFP fibroblasts, GFP high-content imaging, set 2 | XiGFP mouse fibroblasts, % GFP-positive cells imaging, 3 d; cells co-treated with 5-aza-dC sensitizer; scaled so ellipticine positive control = 100% | activation, % at 7.58 µM | 360,000 tested, 0.055% active | AID 743238, 2013;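 active means mean normalized replicate activation at least 10% and every replicate at or above 10%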;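 further: 0% = median of on-plate neutral control wells and 100% = ellipticine 6 µM median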
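Material: XiGFP fibroblasts, SV40-immortalized. Buffer or medium: DMEM plus 5-aza-dC sensitizer. Compound: single concentration per compound, delivered by pin transfer. Times: 3 days compound exposure. Controls: ellipticine 6 µM.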
RAD54 inh – inhibitors of human RAD54 branch migration, primary screen, biochemical, fluorescence, single point | 360,000 tested, 0.14% active | DNA repair and recombination protein RAD54-like (Homo sapiens), Q92698 | RAD54 Holliday junction branch migration, FAM/BHQ fluorescence | inhibition, % at 10.4 µM;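 active means mean normalized replicate activity at least 40 and at least half of replicates scoring 40 or more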;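 further: 0% = median of neutral control wells and 100% = median of positive control wells; inhibitors cause a drop in the FAM fluorescence signal; in these data hits start at about 50%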
* hit, by the source's call; · = not tested or not shown; & = joins results of further samples.

1: CO[C@@H]1CN(C)C(=O)c2ccc(NC(=O)C3CC3)cc2OC[C@@H](C)N(C(=O)CN(C)C)C[C@@H]1C
2: CC(C)c1ccc(/C=N/NC(=O)CCNC(=O)c2ccccc2)cc1
3: COc1ccc(Br)c(Cn2c(C)c(C(=O)NCc3cccc([N+](=O)[O-])c3)sc2=O)c1
4: CCOC(=O)Cc1csc(NC(=O)c2ccc(F)cc2)n1
5: CCOC(=O)[C@]12CCCC=C1N(Cc1ccco1)C(=O)[C@H](CC(=O)N1CCSCC1)C2
6: C[C@H](CO)N1C[C@H](C)[C@H](CN(C)C(=O)CN(C)C)Oc2ncc(/C=C/c3ccccc3)cc2C1=O
7: O=C(O)C[C@@H](O)C(=O)O
8: C[C@@H]1CN([C@H](C)CO)S(=O)(=O)c2ccc(/C=C/c3ccccc3)cc2O[C@H]1CN(C)C(=O)NC1CCCCC1

screen / no.	1	2	3	4	5	6	7	8
RAD52 anneal inh	-13	3	-23	-2	-10	9	-4	4
ERAP1 inh	1	4	·	1	·	-3	-4	0
S100A4 MyoIIA	1	2	48	-3	-6	-2	-3	12
esBAF inh	4	62*	-7	19	·	0	6	6
E-selectin induc	-0.1	·	·	·	-0.2	0.4	-0.1	·
ERp5 inh	1	1	-4	4	7	-2	8	-5
Xi reactivation	-0.1	0.1	-0.1	0.0	0.1	-0.9	0.0	-0.1
RAD54 inh	12	1	0	6	·	6	4	0

9: Cc1cc([N+](=O)[O-])nn1CC(=O)N1N=C(C(F)F)CC1(O)C(F)F (configuration not stated)
10: O=C(NCCCO)C(=O)NCC1OCCCN1S(=O)(=O)c1cccs1 (configuration not stated)
11: C[C@@H]1CCCCO[C@@H](CN(C)C(=O)Nc2ccc(F)cc2)[C@@H](C)CN([C@@H](C)CO)C(=O)c2cc(NC(=O)CCCN(C)C)ccc2O1
12: CC(CCCC(C)(C)O)NCc1cn[nH]c1-c1ccc2c(c1)OCO2 (configuration not stated)
13: CC(C)C(=O)NCCSc1c[nH]c2ccccc12
14: Cc1cccc(Cl)c1NC(=S)N1CCN(c2ccc([N+](=O)[O-])cn2)CC1
15: CN(Cc1cccc2ccccc12)C(=O)c1cc(COc2c(F)cccc2F)on1
16: CCOC(=O)c1cc(S(=O)(=O)NCc2ccco2)cn1C

screen / no.	9	10	11	12	13	14	15	16
RAD52 anneal inh	19	2	3	-9	-3	-9	-27	-1
ERAP1 inh	-2	-2	0	2	5	4	2	-3
S100A4 MyoIIA	0	-5	9	7	-1	0	6	-4
esBAF inh	-2	1	·	0	-5	·	·	2
E-selectin induc	-0.1	0.0	-0.1	0.5	0.1	-0.5	-0.2	·
ERp5 inh	-4	-7	·	1	7	1	7	-2
Xi reactivation	0.0	-0.1	0.1	-0.2	0.2	0.2	0.1	-0.1
RAD54 inh	-4	-5	·	-7	-8	·	5	0

Laid out differently: results already given
| cpd | Compound | RAD52 anneal inh | ERAP1 inh | S100A4 MyoIIA | esBAF inh | E-selectin induc | ERp5 inh | Xi reactivation | RAD54 inh |
| --- | --- | --- | --- | --- | --- | --- | --- | --- | --- |
| 12 | CC(CCCC(C)(C)O)NCc1cn[nH]c1-c1ccc2c(c1)OCO2 (configuration not stated) | -9 | 2 | 7 | 0 | 0.5 | 1 | -0.2 | -7 |
| 15 | CN(Cc1cccc2ccccc12)C(=O)c1cc(COc2c(F)cccc2F)on1 | -27 | 2 | 6 | · | -0.2 | 7 | 0.1 | 5 |

Next part.
17: COc1ccccc1C(NC(=O)C1CCN(CCOc2ccc3ccccc3c2)CC1)c1ccccn1 (configuration not stated)
18: O=C(O)C1=C[C@@H](c2ccc(Br)cc2)C[C@@H](OCc2ccc(CO)cc2)O1
19: CC(=O)C1=C(C)N(Cc2ccc(F)cc2)C(=S)NC1c1cccc(Cl)c1 (configuration not stated)
20: O=C(Nc1cccc(F)c1)NC1(C(=O)N2CCOCC2)CCCCC1
21: CN1C(=O)c2cc(NC(=O)c3ccc(F)c(F)c3)ccc2OC[C@H]2O[C@@H](CC(=O)N[C@@H]3CCN(Cc4ccccc4)C3)CC[C@@H]21
22: Cc1nnc(N/N=C/C(C)c2ccccc2)[nH]c1=O (configuration not stated)
23: Cc1ccc(S(=O)(=O)N(C)C[C@@H]2Oc3ccc(NS(C)(=O)=O)cc3CC(=O)N([C@H](C)CO)C[C@H]2C)cc1
24: O=C(Nc1ccc(F)cc1)Nc1nnc(Cc2ccccc2F)s1

screen / no.	17	18	19	20	21	22	23	24
RAD52 anneal inh	-43	16&-12	-5	-13	36	-208	-10	-11
ERAP1 inh	-3	4	2	6	0	-2	-5	-1
S100A4 MyoIIA	5	-2&1	2	0	-8	-6	1	-3
esBAF inh	5	-11	·	·	0	·	6	4
E-selectin induc	-0.3	0.0	0.0	0.0	0.1	-0.2	-12	·
ERp5 inh	2	0&-5	5	2	0	0	-6	0
Xi reactivation	0.0	0.1	0.3	0.1	0.1	-0.1	0.1	0.0
RAD54 inh	3	-11&2	·	·	-4	·	10	-6

25: CCCOc1ccc(C2C(C(=O)/C=C/c3ccco3)=C(O)C(=O)N2CCN2CCOCC2)cc1OC (configuration not stated)
26: CS(=O)(=O)N1N=C(c2cccs2)CC1c1ccccc1 (configuration not stated)
27: O=C(/C=C/[C@H]1O[C@@H](n2ccc(=O)[nH]c2=O)[C@H](O)[C@@H]1O)NCCN1CCCCC1
28: CC(C)NC(=O)Nc1cccc2c1O[C@@H](CN(C)C(=O)Nc1ccc(C(F)(F)F)cc1)[C@@H](C)CN([C@H](C)CO)C2=O
29: CN(C)CC#Cc1ccc([C@@H]2[C@H](CO)N3C(=O)CN(C(=O)c4cccc(F)c4)C[C@@H]23)cc1
30: O=C(Nc1ccc2c(c1)[C@@H]1C[C@@H](CC(=O)N3CCc4ccccc4C3)O[C@H](CO)[C@@H]1O2)c1ccc2c(c1)OCO2
31: Cc1onc(-c2c(F)cccc2Cl)c1C(=O)NNC(=O)C1CCN(Cc2cccc(F)c2)CC1
32: C[C@H]1CN([C@@H](C)CO)S(=O)(=O)c2ccc(C3=CCCCC3)cc2O[C@@H]1CN(C)C(=O)CN(C)C

screen / no.	25	26	27	28	29	30	31	32
RAD52 anneal inh	-56	-63	-14	11	-1	10	-13	21
ERAP1 inh	-3	0	-2	-6	-2	1	-2	-9
S100A4 MyoIIA	4	0	9	-9	16	22	2	-48
esBAF inh	·	3	-4	-7	·	-4	-16	-6
E-selectin induc	-0.3	0.4	-0.2	0.9	-0.2	0.4	·	0.9
ERp5 inh	5	4	3	-4	-3	4	4	0
Xi reactivation	0.0	0.2	0.0	0.2	2.4	0.1	0.2	-0.1
RAD54 inh	·	6	3	5	·	-5	0	11

Overlap with the part before: 4 compounds, then new ones.
29: CN(C)CC#Cc1ccc([C@@H]2[C@H](CO)N3C(=O)CN(C(=O)c4cccc(F)c4)C[C@@H]23)cc1
30: O=C(Nc1ccc2c(c1)[C@@H]1C[C@@H](CC(=O)N3CCc4ccccc4C3)O[C@H](CO)[C@@H]1O2)c1ccc2c(c1)OCO2
31: Cc1onc(-c2c(F)cccc2Cl)c1C(=O)NNC(=O)C1CCN(Cc2cccc(F)c2)CC1
32: C[C@H]1CN([C@@H](C)CO)S(=O)(=O)c2ccc(C3=CCCCC3)cc2O[C@@H]1CN(C)C(=O)CN(C)C
33: CCCc1nc2cc(C)c(Br)c(C)n2c1CC1CCCCC1
34: CCCCC1Cc2[nH]c(=S)[nH]c(=O)c2C(c2ccc(Cl)cc2)O1 (configuration not stated)
35: N#Cc1ccc(-c2ccc([C@@H]3[C@@H](CO)N4CCCCN(S(=O)(=O)c5ccccc5)C[C@H]34)cc2)cc1
36: COC(=O)[C@]12C[C@H](CC(=O)NCCC(C)C)C(=O)N(Cc3ccccc3)C1=C[C@H](C(C)(C)C)O[C@@H]2C
37: O=S(=O)(/N=C(/c1ccccc1Cl)N1CCOCC1)c1ccccc1
38: Cc1cccc(S(=O)(=O)N(C)C[C@H]2OCc3ccccc3-c3ccccc3C(=O)N([C@H](C)CO)C[C@H]2C)c1
39: COc1ccc(CN(C)C[C@H]2OCCCC[C@@H](C)Oc3ccc(NC(=O)Nc4ccc(OC)cc4)cc3C(=O)N([C@H](C)CO)C[C@@H]2C)cc1
40: O=C(NN1C(=O)NC2(CCCCC2)C1=O)c1ccc(Cl)c(Cl)c1

screen / no.	29	30	31	32	33	34	35	36	37	38	39	40
RAD52 anneal inh	-1	10	-13	21	-6	-11	-1	1	-15	10	27	-8
ERAP1 inh	-2	1	-2	-9	·	2	2	-3	0	0	-2	0
S100A4 MyoIIA	16	22	2	-48	16	-3	-6	3	-2	1	9	-1
esBAF inh	·	-4	-16	-6	·	-6	·	·	5	1	-3	-9
E-selectin induc	-0.2	0.4	·	0.9	0.1	·	-0.1	-0.4	·	-0.5	·	1.1
ERp5 inh	-3	4	4	0	3	-4	-1	1	-5	0	-5	12
Xi reactivation	2.4	0.1	0.2	-0.1	0.0	0.0	0.4	-0.1	·	-1.1	0.0	0.0
RAD54 inh	·	-5	0	11	·	-7	-2	·	-1	-5	-10	-9

41: CC1Sc2ccc(S(=O)(=O)N3CCC(C(=O)Nc4ccc(Cl)cc4)CC3)cc2NC1=O (configuration not stated)
42: Cn1c2ccccc2c(=O)c2c(=O)n(Cc3ccco3)c(COc3ccccc3)nc21
43: COC(=O)C1=C(C)NC(=O)NC1c1ccc(-c2ccc(Cl)cc2)o1 (configuration not stated)
44: Cn1c(=O)[nH]c(=O)c2c1nc(N1CCCCCC1)n2CCOc1ccccc1
45: O=C(Nc1ccc2c(c1)[C@H]1C[C@H](CC(=O)N3CCCCC3)O[C@H](CO)[C@H]1O2)c1cccnc1
46: C=CCn1c(SCC(=O)Nc2c(C)n(C)n(-c3ccccc3)c2=O)nnc1-c1cccnc1
47: Cn1c(=O)[nH]c(=O)c2c1nc(Br)n2CCCCSc1nc2ccccc2o1
48: COc1ccc(OC)c(C2CC(c3ccc(NS(C)(=O)=O)cc3)=NN2C(=O)c2ccccc2)c1 (configuration not stated)
49: COc1ccc(OC)c(NC(=O)C(=O)NNC(=O)COc2ccc(Br)cc2C)c1
50: C[C@H](CO)N1C[C@H](C)[C@H](CN(C)S(=O)(=O)c2ccc(F)cc2)Oc2ccc(NC(=O)CCCCCC(=O)Nc3ccccc3N)cc2CC1=O
51: CO[C@H]1CN(C)C(=O)c2cc(NS(=O)(=O)CC(F)(F)F)ccc2OC[C@@H](C)N(Cc2cccnc2)C[C@H]1C

screen / no.	41	42	43	44	45	46	47	48	49	50	51
RAD52 anneal inh	-111	-40	-106	0	-8	-1	5	-10	-3	-24	-14
ERAP1 inh	0	2	3	-4	0	1	2	2	-1	-2	1
S100A4 MyoIIA	-55	4	-3	-1	9	1	-5	-2	-5	8	-3
esBAF inh	-20	·	·	-3	1	1	6	11	·	-11	1
E-selectin induc	·	-0.2	1.1	-0.6	0.4	-0.5	·	·	0.8	1.1	0.0
ERp5 inh	4	-22	3	-2	4	-1	-1	4	4	12	5
Xi reactivation	0.3	0.1	0.2	0.0	0.0	0.0	·	0.0	-0.1	0.4	0.0
RAD54 inh	-28	·	·	4	3	-4	·	·	·	1	1
